GPR151 ag = activates the human receptor GPR151; Q8TDV0; PathHunter beta-arrestin GPR151 cells, luminescence; activation, % at 11.2 µM; 650,000 tested, 1% active; AID 1508602; in the data active = activation above about 4.9%;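 note: 0% = median of compound wells and 100% = cells with positive control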
Target sequence (Q8TDV0 whole entry, looked up): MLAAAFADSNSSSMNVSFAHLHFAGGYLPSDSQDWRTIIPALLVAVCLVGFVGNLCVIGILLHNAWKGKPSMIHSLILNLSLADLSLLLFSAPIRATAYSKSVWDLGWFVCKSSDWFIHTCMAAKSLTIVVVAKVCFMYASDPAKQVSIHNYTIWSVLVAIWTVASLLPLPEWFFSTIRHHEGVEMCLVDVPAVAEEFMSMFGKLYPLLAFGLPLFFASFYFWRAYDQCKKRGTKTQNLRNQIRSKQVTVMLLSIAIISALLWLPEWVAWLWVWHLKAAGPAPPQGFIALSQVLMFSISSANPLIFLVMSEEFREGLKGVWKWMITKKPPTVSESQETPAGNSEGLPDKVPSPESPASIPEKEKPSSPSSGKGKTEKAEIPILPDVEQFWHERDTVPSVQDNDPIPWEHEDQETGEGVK
TEAD-YAP inh = TEAD-YAP interaction inhibition. HEK-TIYL cells, TEAD-Gal4/YAP UAS-luciferase luminescence. inhibition, % at 9.12 µM. 640,000 tested, 1.4% active. AID 1259422; in the data active = inhibition above about 32%;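 note: 0% = median of test compound wells and 100% = reference inhibitor wells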
MITF inh = human MITF inhibition, primary screen; O75030; AlphaScreen MITF homodimerization, bead proximity signal; inhibition, % at 2.6 µM; 650,000 tested, 0.91% active; AID 1259374; in the data active = inhibition above about 50%;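 note: 0% = vehicle wells with protein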
Target sequence (O75030 whole entry, looked up): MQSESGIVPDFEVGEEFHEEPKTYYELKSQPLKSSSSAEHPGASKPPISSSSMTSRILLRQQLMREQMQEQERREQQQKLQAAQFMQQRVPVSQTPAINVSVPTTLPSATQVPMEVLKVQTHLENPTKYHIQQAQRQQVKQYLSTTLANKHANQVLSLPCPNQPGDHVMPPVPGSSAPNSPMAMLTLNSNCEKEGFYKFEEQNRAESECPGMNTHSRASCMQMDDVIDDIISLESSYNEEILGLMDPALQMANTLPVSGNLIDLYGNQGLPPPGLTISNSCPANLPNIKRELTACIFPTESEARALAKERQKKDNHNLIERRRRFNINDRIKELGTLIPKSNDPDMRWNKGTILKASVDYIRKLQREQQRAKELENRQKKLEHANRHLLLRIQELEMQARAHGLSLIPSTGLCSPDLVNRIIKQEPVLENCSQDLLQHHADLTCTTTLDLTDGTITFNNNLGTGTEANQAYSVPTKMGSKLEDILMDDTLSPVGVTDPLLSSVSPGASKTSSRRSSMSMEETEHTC
FBW7 act = activators of human E3 ligase FBW7. 650,000 tested, 0.13% active. normalized activity (activation), % at 26.1 µM. AlphaScreen FBW7–phospho-cyclin E peptide binding, activator screen. Q969H0; in the data active = normalized activity above about 1.9%;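 note: purified mutant Fbw7 with reduced substrate affinity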
Starred values were filed as active, the others as inactive; & = joins results of further samples.

SMILES,TEAD-YAP inh,GPR151 ag,FBW7 act,MITF inh
COc1ccc2oc(=O)c(NC(=O)c3ccc(Br)cc3)cc2c1,6,-1.1,0.4,12
COCCNc1oc2c(c1-c1ccc(C(=O)OC)cc1)c(=O)oc1c(C)cccc12,-6,-2.0,0.1,-13
CCC(=O)NC(=S)Nc1ccc(NC(=O)COc2ccc([N+](=O)[O-])cc2)cc1,3,4.3,0.1,13
CCCCCCNC(=O)CC(NS(=O)(=O)c1ccc(C)cc1)c1ccc(OC)cc1 (stereo not given),7,-0.5,-0.1,-6
CCCC(=O)Nc1cccc(NC(=O)/C=C/c2ccc(Cl)c([N+](=O)[O-])c2)c1,2,-0.2,0.0,6
CC(=O)c1[nH]c(C)c(C(=O)NCc2ccccc2)c1C,3,-0.1,-0.3,9
COc1ccc(C)cc1S(=O)(=O)Nc1ccc(N2CCCCS2(=O)=O)cc1,0,0.0,-0.4,-16
CC1=C(C(=O)Nc2ccc(C)cn2)C(c2cc([N+](=O)[O-])ccc2Cl)C2=C(CC(C)(C)CC2=O)N1 (stereo not given),4,1.0,-0.1,-6
O=C1OC(c2ccccc2F)=N/C1=C\c1ccccc1F,-2,0.6,-0.1,-8
Cc1nc(C)n(C(=O)N(c2ccccc2)c2ccccc2)n1,1,1.1,0.4,-11
CC(C)c1nnc2n1CCN(Cc1ccc(C(F)(F)F)cc1)CC2,8,0.3,-0.1,5
Cc1ccc(Sc2cc(C(=O)NCc3ccco3)c3ccccc3n2)cc1,11,1.2,0.4,23
Nc1cc(C(=O)N2CCOCC2)cc(C(=O)N2CCOCC2)c1,3,0.3,0.5,17
Cc1c(N(C)C)c(=O)n(-c2ccccc2)n1C,5&1,-1.5&1.2&0.4,0.1&0.6&0.1,20&22&-3
CCN(CC)c1ccc(C2C3=C(CC(c4ccc(F)cc4)CC3=O)Nc3ccccc3N2C(=O)c2ccccc2)cc1 (stereo not given),-6,-0.3,0.3,8
CCSc1nnc2c(n1)OC1(CCCC1)Nc1ccc(Br)cc1-2,-14,0.4,0.0,-11
CCC1CCCCN1S(=O)(=O)c1ccc(NC(=O)COc2cccc(C)c2)cc1 (stereo not given),1,-0.3,0.1,7
CCN(CC)CCCNC(=O)c1cc2c(s1)-c1c(C)cccc1OC2,9,0.3,0.3,-16
COc1cc(Cl)c(C)cc1NC(=O)CN(C)CC(=O)Nc1ccc(F)c(F)c1F,10,0.1,0.1,8
OC1CCC(Nc2nccn3c(-c4ccc5c(c4)OCO5)cnc23)CC1 (stereo not given),-15,-1.4,1.9*,15
CC1CCCCC1NC(=O)C1CCC(CNc2c(N3CCOCC3)c(=O)c2=O)CC1 (stereo not given),2,-0.6,0.0,15
CCOc1ccc(CCNC(=O)CSc2nc3c(c(=O)n(Cc4ccccc4Cl)c(=O)n3C)n2C)cc1OCC,5,2.5,-0.1,6
CCCCc1ccc(-c2nc(Nc3cc(Oc4ccccc4)cc([N+](=O)[O-])c3)c3ccccc3n2)cc1,50*,3.6,-0.1,-12
O=C(O)CSC12CC3CC(CC(C3)C1)C2,4,0.7,0.0,-8
CC(=O)Nc1cccc(NC(=O)CSc2nc3ccccc3s2)c1,1,-1.6,0.2,11

The list goes on.
SMILES,TEAD-YAP inh,GPR151 ag,FBW7 act,MITF inh
Cc1ccc([N+](=O)[O-])cc1-c1ccc(C2NC(C(=O)O)CS2)o1 (stereo not given),11,-0.2,0.2,13
COc1cccc(C(=O)NC2CC(C)(C)NC(C)(C)C2)c1,-12,0.3,0.1,-13
CN(C)S(=O)(=O)c1ccc(C(=O)NC2CCCCC2)cc1,1,0.4,-0.2,-3
Nc1nc(-c2ccccc2)nn1C(=O)c1cccc([N+](=O)[O-])c1,-2,2.9,1.1,11
COc1ccccc1Cn1c(=S)[nH]c2cc(C(=O)N3CCC(OC)(OC)CC3)ccc2c1=O,2,0.1,-0.1,8
Cc1nnc(SCC(=O)Nc2cccc3ccccc23)[nH]c1=O,12,2.2,0.0,-3
COc1cc2nc(N(C)C)oc(=O)c2cc1OC,1,0.5,0.0,-1
COc1ccc(CCN(C)C2CCCN(C(=O)c3cc(C(C)C)no3)C2)cc1OC (stereo not given),2,-0.1,-0.1,-7
Cn1cc(CN2CCN3C(=O)[C@H](CO)NC(=O)[C@H]3C2)c(-c2ccccc2)n1,8,-0.6,-0.1,-7
Nc1nonc1-c1ccc(Cl)cc1,1,-0.5,-0.1,-6
CCOC(=O)C1(CCOc2ccccc2)CCN(S(=O)(=O)N(C)C)CC1,4,-0.7,0.1,8
O=C(O)CC1=NN(c2cccc([N+](=O)[O-])c2)C(=O)C1,3,0.1,-0.7,34
CCOC(=O)c1nnn(-c2ccc(Br)cc2)c1C,-14,-2.3,0.2,15
COc1ccc(NCC2CCCCC2)cc1OC,8,2.4,0.1,19
COc1ccc(CN2C(=O)C(O)(CC(=O)c3ccc(C)s3)c3ccccc32)cc1OC (stereo not given),-6,-1.4,-0.2,5
C=CCOc1c(Br)cc(CNCC(C)O)cc1OC (stereo not given),8,-0.4,-0.3,-3
O=C1CC(N2CCCCC2)C(=O)N1c1ccc(Cl)c(C(F)(F)F)c1 (stereo not given),1,-1.4,-0.1,4
O=C(Oc1ccccc1)c1cc2ccccc2oc1=O,-3,0.5,-0.1,-2
Cc1cc(O)ccc1NC(=O)c1ccc(NC(=O)C(C)(C)C)cc1,-2,1.4,-0.1,-2
COc1ccc(N2C(=O)C3CCCN3C2c2cc(OC)c(OC)cc2OC)cc1 (stereo not given),8,-1.1,0.0,9
CC(C)c1ccccc1OCC(O)CNCc1nc2ccccc2s1 (stereo not given),5,-0.7,-0.3,28
CCC(=O)NC(=O)NC(Cc1ccccc1)Cc1ccccc1,-2,1.9,0.0,0
CC(=O)CCc1ccc(OCCNC2CCCC2)cc1,0,0.8,-0.3,24
CCOC(=O)C1(CC2CCCCO2)CCN(C(=O)CCc2c[nH]c3ccccc23)CC1 (stereo not given),-2,-0.1,-0.1,-7
CCCC(=O)Nc1ccccc1-c1nnn(CC(N)=O)n1,4,0.3,0.3,12

Remaining list, next part:
SMILES,TEAD-YAP inh,GPR151 ag,FBW7 act,MITF inh
CCCC(=O)c1ccc(N2CCN(C(=O)C(C)C)CC2)c(F)c1,2,-0.1,0.2,2
COc1ccccc1C(=O)Nc1c2c(nn1-c1ccccc1C)CS(=O)C2 (stereo not given),3,-1.3,-0.1,-3
CC(=O)N1CCN(c2ccc(NC(=O)c3ccc(Cl)c([N+](=O)[O-])c3)cc2)CC1,5,-0.1,-0.2,-8
Cn1c(=O)c2c(nc(SCc3cccc(Br)c3)n2C)n(C)c1=O,8,-0.5,0.2,-2
CCOC(=O)c1c(NC(=O)CSc2nnc(CNC(=O)c3cccc(F)c3)n2-c2ccc(OCC)cc2)sc2c1CCC2,8,2.7,0.1,8
O=C(CC1C(=O)NCCN1Cc1ccc(F)c(F)c1)NCC1CCCCC1 (stereo not given),5,-0.8,-0.2,-10
COCCCNCCCOc1ccc(Cl)cc1C,5,1.3,0.0,37
Cc1ccccc1NC(=O)c1c(NC(=O)c2ccco2)sc2c1CCC(C(C)(C)C)C2 (stereo not given),2,-0.2,0.1,21
O=C(Nc1ccccc1CO)c1c(F)cccc1Cl,-2,-0.6,-0.1,-2
Cn1ccnc1C1(O)CCN(C(=O)C2CCCCC2)CC1,-6,-0.5,0.4,11
Cc1ccnc(NC(c2ccc3c(c2)OCO3)c2ccc3cccnc3c2O)c1 (stereo not given),82*,0.5,-0.5,28
CC(C)CC1OC(=O)C2=CCCCC21 (stereo not given),-6,0.8,0.0,-2
O=[N+]([O-])c1cc(S(=O)(=O)N2CCCCC2)ccc1NCc1ccccc1Cl,3,-0.1,-0.2,-8
CCN(CC)S(=O)(=O)c1ccc(NC(=O)c2cc(OC)c(OC)c(OC)c2)cc1,3,-0.3,0.1,-10
CC(C)c1nnc(NC(=O)COc2cccc(Br)c2)s1,-10,-0.9,0.0,-11
N[C@H](C(=O)N1CCC(C(=O)Nc2ccc3[nH]ncc3c2)C1)c1ccccc1 (stereo not given in full),-1,2.4,0.9,13
COc1ccc(-c2nc(Nc3ccccc3)c3ncn(-c4ccccc4)c3n2)cn1,-6,0.4,0.0,0
CN1C(=O)CC(C(=O)Nc2ccccc2F)SC1=Nc1ccc(I)cc1 (stereo not given),4,0.6,0.1,1
O=C(COc1ccc(Cl)cc1Br)NNC(=S)NC(=O)c1ccco1,7,0.1,0.2,-2
O=C1OC(c2ccc(F)cc2)=N/C1=C\c1cccs1,4,-1.4,0.0,-16
CN(Cc1ccccc1)C(=O)c1cc(-c2ccccc2O)on1,-9,-1.7,0.0,12
CCOC(=O)C1(CCOc2ccccc2)CCN(Cc2ccon2)CC1,-5,-0.4,0.1,5
CCc1ccccc1N(CC(=O)Nc1cc(Cl)cc(Cl)c1)S(C)(=O)=O,8,-0.7,0.0,3
CCc1ccccc1NS(=O)(=O)c1c(C)n(C)c(=O)n(C)c1=O,-3,-0.4,-0.4,-5
COC(=O)/C=C/C(C)=C/C=C/C(C)=C/C=C/C=C(C)/C=C/C=C(C)/C=C/C(=O)O,-2,-0.8,0.1,27

(list continues)
SMILES,TEAD-YAP inh,GPR151 ag,FBW7 act,MITF inh
COCCCNc1nc(Nc2ccc(F)cc2)c2cnn(C)c2n1,-3,0.2,0.9,12
O=C(O)c1cccc(-n2[nH]c(-c3ccccc3)cc2=O)c1,-22,-1.9,-0.8,7
Cc1cc(C)cc(NC(=O)c2cc3n(n2)C(C(F)(F)F)CC(c2ccc(Cl)cc2)N3)c1 (stereo not given),-16,0.2,-0.1,10
COC(=O)c1c(OC(C)C)cc(=O)n2c1CCN(Cc1c(C)nn(C)c1Cl)CC2,6,-1.1,0.8,13
O=C1CCCN1S(=O)(=O)c1ccc([N+](=O)[O-])cc1,-8,-0.1,-0.1,4
COC(=O)c1cc(C)sc1NC(=O)C1CC(=O)NN1C (stereo not given),2,0.2,-0.1,0
c1ccc(Nc2nc(-c3ccccc3)[n+](-c3ccccc3)s2)cc1,-15,-4.9,0.3,24

Rewritten with two lines to a compound: part of the list above
Below each SMILES: TEAD-YAP inh, GPR151 ag, FBW7 act, MITF inh
O=[N+]([O-])c1cc(S(=O)(=O)N2CCCCC2)ccc1NCc1ccccc1Cl
→ 3, -0.1, -0.2, -8
CCN(CC)S(=O)(=O)c1ccc(NC(=O)c2cc(OC)c(OC)c(OC)c2)cc1
→ 3, -0.3, 0.1, -10
CC(C)c1nnc(NC(=O)COc2cccc(Br)c2)s1
→ -10, -0.9, 0.0, -11
N[C@H](C(=O)N1CCC(C(=O)Nc2ccc3[nH]ncc3c2)C1)c1ccccc1 (stereo not given in full)
→ -1, 2.4, 0.9, 13
COc1ccc(-c2nc(Nc3ccccc3)c3ncn(-c4ccccc4)c3n2)cn1
→ -6, 0.4, 0.0, 0
CN1C(=O)CC(C(=O)Nc2ccccc2F)SC1=Nc1ccc(I)cc1 (stereo not given)
→ 4, 0.6, 0.1, 1
O=C(COc1ccc(Cl)cc1Br)NNC(=S)NC(=O)c1ccco1
→ 7, 0.1, 0.2, -2
O=C1OC(c2ccc(F)cc2)=N/C1=C\c1cccs1
→ 4, -1.4, 0.0, -16
CN(Cc1ccccc1)C(=O)c1cc(-c2ccccc2O)on1
→ -9, -1.7, 0.0, 12
CCOC(=O)C1(CCOc2ccccc2)CCN(Cc2ccon2)CC1
→ -5, -0.4, 0.1, 5
CCc1ccccc1N(CC(=O)Nc1cc(Cl)cc(Cl)c1)S(C)(=O)=O
→ 8, -0.7, 0.0, 3
CCc1ccccc1NS(=O)(=O)c1c(C)n(C)c(=O)n(C)c1=O
→ -3, -0.4, -0.4, -5
COC(=O)/C=C/C(C)=C/C=C/C(C)=C/C=C/C=C(C)/C=C/C=C(C)/C=C/C(=O)O
→ -2, -0.8, 0.1, 27
COCCCNc1nc(Nc2ccc(F)cc2)c2cnn(C)c2n1
→ -3, 0.2, 0.9, 12
O=C(O)c1cccc(-n2[nH]c(-c3ccccc3)cc2=O)c1
→ -22, -1.9, -0.8, 7
Cc1cc(C)cc(NC(=O)c2cc3n(n2)C(C(F)(F)F)CC(c2ccc(Cl)cc2)N3)c1 (stereo not given)
→ -16, 0.2, -0.1, 10
COC(=O)c1c(OC(C)C)cc(=O)n2c1CCN(Cc1c(C)nn(C)c1Cl)CC2
→ 6, -1.1, 0.8, 13
O=C1CCCN1S(=O)(=O)c1ccc([N+](=O)[O-])cc1
→ -8, -0.1, -0.1, 4
COC(=O)c1cc(C)sc1NC(=O)C1CC(=O)NN1C (stereo not given)
→ 2, 0.2, -0.1, 0
c1ccc(Nc2nc(-c3ccccc3)[n+](-c3ccccc3)s2)cc1
→ -15, -4.9, 0.3, 24

In another format: results already given.
Fields – TEAD-YAP inh	GPR151 ag	FBW7 act	MITF inh
Cc1cc(C)cc(NC(=O)c2cc3n(n2)C(C(F)(F)F)CC(c2ccc(Cl)cc2)N3)c1 (stereo not given)
  -16	0.2	-0.1	10
COC(=O)c1c(OC(C)C)cc(=O)n2c1CCN(Cc1c(C)nn(C)c1Cl)CC2
  6	-1.1	0.8	13
